LYP phosphatase: inhibitors of LYP phosphatase, biochemical, fluorescence intensity, uHTS (AID 1779); Tyrosine-protein phosphatase non-receptor type 22 (Homo sapiens); recombinant LYP phosphatase, fluorescence intensity; higher % means a stronger effect; one-dose inhibition, % at 11.5 µM; IC50 in µM for titrated hits; 0.054% of 290,000 active; in the data active = inhibition above about 50%;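 also: plate controls were vehicle with enzyme for no effect and no enzyme for full effect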
Hep lipid drop: inhibitors of hepatocyte lipid droplet formation, primary screen, imaging, high-throughput imaging, BODIPY stain | AML12 mouse hepatocytes, oleate lipid droplets | inhibition, % at 6.5 µM | 0.4% of 240,000 active | AID 1656, 2009;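 active = lipid droplet intensity inhibited by at least 50%, with more than 500 cells counted; inconclusive = wells with under 300 cells, treated as cytotoxic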
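material = mouse AML12 hepatocyte cell line, fixed after treatment | also added = 100 µM oleic acid challenge | doses = compound at 6.5 µM only | schedule = overnight exposure | technique = Image-based BODIPY and DAPI two-channel analysis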
Rac1 GTP hydrolysis: MgcRacGAP GTPase-activating activity inhibitors, confirmation, biochemical, ADP Hunter fluorescence | Rac GTPase-activating protein 1 (Homo sapiens) | MgcRacGAP-stimulated Rac1 GTP hydrolysis, ADP Hunter fluorescence; higher % means a stronger effect; GST-tagged Rac1 F28L mutant substrate | inhibition, % at 30 µM, or IC50 in µM where a hit was titrated | 0.6% of 340,000 active | AID 624330, 2012;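 active = first-screen hits whose inhibition reached a set limit at any dose in the follow-up dose series; inconclusive = inhibition above the set first-screen limit but never retested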;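 also: fluorescence reports GDP produced by GAP-driven GTP hydrolysis; strong numbers were not always called active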
T cell HTS: modulators of CD8 T cell-vesicle binding, primary screen, mouse 2C CD8+ T cells, flow cytometry | calls only at 7 µM | 0.068% of 330,000 active | 2C CD8+ T cell-vesicle binding; hits give low values;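 active = response, share of CD8 T cells binding vesicles, and their 90th percentile fluorescence all below set limits, cut at about 80% in these data, passing the limit was not always enough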
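Also added: QL9-peptide-loaded Drosophila micro-vesicles bearing Ld, ICAM-1 and B7-1; Test system: purified 2C TCR transgenic mouse naive CD8+ T cells; Measured by: cytometric PE anti-B7-1 and Alexa647 anti-CD8 signals after 1% paraformaldehyde fixation; Timing: binding step 1.5 h, 37 °C, antibody labelling 20 min, ice.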
GPR35 arrestin U2OS: GPR35 antagonists blocking zaprinast-driven arrestin recruitment, primary screen, imaging, U2OS, beta-arrestin-GFP, zaprinast agonist (AID 2058). G-protein coupled receptor 35 (Homo sapiens). U2OS GPR35 beta-arrestin-GFP translocation imaging, zaprinast antagonism; higher % means a stronger effect. inhibition, % at 10 µM, or IC50 in µM where a hit was titrated. 0.052% of 290,000 active;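 active = inhibition of at least 50% with at least 30 cells and total cytoplasm GFP at most 10,000,000; inconclusive = under 30 cells or total GFP of 10,000,000 plus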
NTR1 ag: agonists of NTR1, primary screen, imaging, U2OS cells, beta-arrestin-GFP, high content (AID 493036). NTR1-U2OS beta-arrestin-GFP spot imaging, agonist mode. 0.17% of 330,000 active. Neurotensin receptor type 1 (Homo sapiens), P30989. activation, % at 20 µM;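 active = activation at or above 40% of the spot to cytoplasm intensity ratio, with at least 20 cells analyzed; inconclusive = wells under 20 cells, flagged as cytotoxic or low count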;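 also: 0% = DMSO without peptide and 100% = 100 nM NTR1 peptide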
Target sequence (P30989 whole entry, looked up): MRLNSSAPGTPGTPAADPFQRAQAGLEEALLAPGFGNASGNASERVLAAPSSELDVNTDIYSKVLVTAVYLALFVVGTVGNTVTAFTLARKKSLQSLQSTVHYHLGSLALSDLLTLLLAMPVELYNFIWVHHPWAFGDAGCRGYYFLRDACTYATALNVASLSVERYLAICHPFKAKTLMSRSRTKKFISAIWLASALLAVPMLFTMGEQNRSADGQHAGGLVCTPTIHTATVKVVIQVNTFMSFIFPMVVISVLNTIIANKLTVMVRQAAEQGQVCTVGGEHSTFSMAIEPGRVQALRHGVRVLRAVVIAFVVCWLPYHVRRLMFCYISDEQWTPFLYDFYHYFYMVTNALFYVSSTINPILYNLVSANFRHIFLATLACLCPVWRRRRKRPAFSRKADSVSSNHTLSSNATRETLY
GPR55 LPI antagonism: GPR55 antagonists blocking LPI-driven arrestin recruitment, primary screen, imaging, U2OS, beta-arrestin-GFP, LPI agonist (AID 2013). G-protein coupled receptor 55 (Homo sapiens). U2OS GPR55 beta-arrestin-GFP translocation imaging, LPI antagonism; higher % means a stronger effect. one-dose inhibition, % at 10 µM; IC50 in µM for titrated hits. 0.13% of 290,000 active;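 active = spots per cell inhibited over 60%, with over 100 cells counted and total cytoplasm intensity under 500,000; inconclusive = wells with under 100 cells, flagged as likely toxic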;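 also: U2OS cells stably carrying GPR55 and arrestin-GFP stimulated by 5 µM LPI near EC80; imaged beta-arrestin-GFP aggregate spots per cell after agonist stimulation; plate controls were LPI-stimulated DMSO wells for no effect and DMSO wells without LPI for full effect; some results filed as inactive read as strong as hits; confirmed hits need IC50 under 10 µM and bright autofluorescent wells are also inconclusive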
GPR55 beta-arrestin: GPR55 agonists via beta-arrestin recruitment, primary screen, imaging, U2OS cells, beta-arrestin-GFP redistribution (AID 1961); G-protein coupled receptor 55 (Homo sapiens); U2OS GPR55 beta-arrestin-GFP redistribution imaging; higher % means a stronger effect; one-dose activation, % at 10 µM; EC50 in µM for titrated hits; 0.048% of 290,000 active;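 active = activation above 40% with more than 50 cells counted in the well; inconclusive = wells holding fewer than 50 cells, flagged as toxic or sparse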;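 also: U2OS osteosarcoma cells stably expressing GPR55 and beta-arrestin-GFP; plate controls were DMSO negative control for no effect and LPI positive control for full effect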
SV40 large T antigen: SV40 large T antigen inhibitors, biochemical (AID 1903). SV40 large T antigen ATPase/helicase inhibition assay; higher % means a stronger effect. one-dose inhibition, % at 20 µM; IC50 in µM for titrated hits. 0.39% of 310,000 active; in the data active = a potency from the dose series; inconclusive = inhibition mostly from about 32% at the one dose, without a potency; inactive = the rest, 99 in 100 with inhibition below about 32%; also: strong numbers were not always called active
Hep lipid drop cells 6.5 µM: further read-out of Hep lipid drop, marked with its call; cell count; measured here: cell count, cytotoxicity flag;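 cells counted across two imaged fields per well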
T cell HTS vesicle-bound %: recorded beside T cell HTS, whose call it bears; double positive events, %; measured here: CD8+ vesicle-bound cell fraction;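 binding gate set so that unloaded-vesicle control wells show 10% double positive cells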
NTR1 ag cell count 20 µM: recorded beside NTR1 ag, whose call it bears; cell count; measured here: cell count, cytotoxicity flag
Numbers without * were called inactive; i = inactive; ? = inconclusive; . = no result given.

Sequence of screens – Hep lipid drop	NTR1 ag	SV40 large T antigen	T cell HTS vesicle-bound %	GPR55 beta-arrestin	GPR35 arrestin U2OS	Hep lipid drop cells 6.5 µM	LYP phosphatase	GPR55 LPI antagonism	Rac1 GTP hydrolysis	NTR1 ag cell count 20 µM	T cell HTS
> CC1(C)C(=O)C2(CCCCC2)C(=O)OC1c1cccc([N+](=O)[O-])c1 (centres undefined)
 : -2	1.0	6%	56	0.5%	1%	652	-4%	2%	3%	86	i
> CCc1ccccc1NC(=O)CN(C)S(=O)(=O)c1ccc2c(c1)c(=O)n(C)c(=O)n2C
 : .	1.0	3%	23	0.2%	2%	.	-12%	-1%	12%	61	i
> COc1ccc(S(=O)(=O)N2CCCCCC2)cc1C(=O)N(C)Cc1ccc(C(C)(C)C)cc1
 : -1	10	13%	10	-0.1%	-4%	691	5%	47%	5%	51	i
> COCCNC(=S)Nc1ccc(S(=O)(=O)Nc2ncccn2)cc1
 : 29	-1.8	2%	65	-0.1%	-7%	694	-8%	10%	-5%	46	i
> Cc1cccc(C(=O)Nc2cccc(C(=O)N/N=C/c3ccccn3)c2)c1
 : -1	-0.8	6%	64	-0.1%	-14%	826	-7%	2%	10%	93	i
> CN(CC(=O)Nc1ccc(Cl)cc1)S(=O)(=O)c1ccc2c(c1)n(C)c(=O)c(=O)n2C
 : 5	0.8	13%	14	0.0%	-8%	726	-7%	-4%	11%	55	i
> O=C(O)CSC(C(=O)Nc1ccc(Br)cc1)c1ccc(Cl)cc1 (centres undefined)
 : 5	-1.9	-5%	53	-0.1%	-3%	725	1%	-7%	14%	88	i
> Cc1cccc2sc(N(CCCN(C)C)C(=O)CN3C(=O)c4ccccc4C3=O)nc12
 : 8	6.8	16%	47	-0.1%	-10%	724	-5%	0%	-9%	52	i
> Cc1ccc(S(=O)(=O)CC(O)COc2ccc(F)cc2Cl)cc1 (centres undefined)
 : -6	1.6	1%	28	-0.1%	17%	740	-5%	0%	8%	58	i
> COCCCNC(=O)Cc1coc2ccc3ccccc3c12
 : 4	-0.4	21%	34	0.0%	-14%	717	-1%	3%	-1%	64	i
> CC(C)(CNC(=O)Cc1ccc(Br)cc1)N1CCOCC1
 : 7	-1.3	5%	24	0.6%	-4%	853	-4%	0%	4%	54	i
> CC1CCN(c2ccc([N+](=O)[O-])cc2C(=O)NCC2CCCO2)CC1 (centres undefined)
 : -3	-0.2	15%	52	-0.1%	-9%	776	-4%	8%	6%	51	i
> N#Cc1c(C(F)(F)F)cc(-c2cccs2)nc1N1CCCCC1
 : 1	10	4%	43	-0.1%	-7%	625	-2%	9%	2%	64	i
> Nc1nc2ccc(S(=O)(=O)N3CCCCC3)cc2s1
 : -10	-1.3	8.5µM*	39	0.4%	17%	604	-7%	.	?	80	i
> Cc1ccc(/C(N)=N/OC(=O)Oc2ccccc2)cc1
 : -4	-3.9	1%	32	-0.1%	9%	785	-7%	14%	6%	91	i
> O=C(C(Cc1ccccc1)n1cccc1)N1CCCCC1 (centres undefined)
 : .	-1.6	12%	29	-0.2%	-4%	.	-4%	10%	10%	83	i
> CC(NC(=O)CN(C)Cc1nc2ccccc2c(=O)[nH]1)c1ccccc1 (centres undefined)
 : 14	-0.5	6%	14	-0.2%	-6%	823	1%	-20%	13%	58	i
> C=CCNc1nc(-c2ccc(Cl)cc2)cs1
 : .	1.9	11%	12	-0.1%	-4%	.	-9%	14%	11%	43	i
> CSc1nc(C)cc(SCC(=O)N/N=C/c2ccccc2)n1
 : 6	3.4	10%	4	0.1%	-4%	689	-3%	-2%	5%	45	i
> CC(=O)Nc1ccc(S(=O)(=O)N2CCN(c3ccccn3)CC2)cc1
 : 2	3.4	-6%	12	0.0%	-8%	807	-6%	6%	8%	65	i
> CC1=NN(Cc2ccccc2)C(=O)C1C(c1ccccc1)C(C#N)C#N (centres undefined)
 : .	5.2	16%	43	-0.1%	0%	.	9%	-13%	10%	89	i
> Cc1ccc(C)c2nc(N3CCCC3)c(C#N)cc12
 : .	1.4	9%	27	-0.3%	29%	.	-6%	4%	9%	100	i
> CC1=CCP(=O)(c2ccccc2)C1 (centres undefined)
 : .	-1.9	-1%	44	0.1%	13%	.	-8%	-17%	13%	39	i
> Cc1cc(C)cc(N(C(=O)c2snc(C(N)=O)c2N)C(C(=O)NCC2CCCO2)c2cccs2)c1 (centres undefined)
 : -21	-0.1	5%	39	-0.1%	3%	721	1%	5%	.	38	i
> CCS(=O)(=O)c1ccc(O)c(NC(=O)/C=C/c2ccc(Cl)cc2)c1
 : 44	1.6	14%	2	-1.9%	-3%	657	2%	4%	15%	51	i
> CC1(C)CC(=O)C(C=NCCc2ccccn2)=C(O)C1
 : 3	0.6	6%	25	-0.1%	5%	777	-8%	-19%	5%	53	i
> CC1=C(C(=O)Nc2ccccn2)C(c2cn(C)nc2C)C2=C(CCCC2=O)N1 (centres undefined)
 : -3	-0.6	8%	58	-0.1%	-13%	585	-6%	-2%	9%	68	i
> O=C(NC(=S)Nc1ccccc1N1CCOCC1)c1ccco1
 : 20	1.8	17%	59	0.6%	0%	667	-6%	14%	5%	68	i
> COc1ccc2nc(NC(=O)c3cc(S(=O)(=O)N4CCOCC4)ccc3C)sc2c1
 : -9	-1.7	12%	43	-0.1%	-16%	769	2%	4%	9%	47	i
> COc1cc(C(=O)NC2CCN(CC(=O)Nc3cccc(C)c3C)CC2)cc(OC)c1OC
 : -6	0.1	0%	39	-0.1%	-3%	794	-12%	-3%	11%	74	i
> CNC(=O)c1cc(C(=O)c2ccc(C(F)(F)F)cc2F)c[nH]1
 : .	-0.5	3%	64	-0.3%	-2%	.	-2%	11%	7%	34	i
> Cc1ccc(CSCc2ccc(C(=O)NCCC(C)C)o2)cc1
 : 3	-0.3	7%	19	-0.1%	4%	830	-5%	9%	4%	54	i
> Cc1[nH]c(N=Nc2ccccc2)nc1N=Nc1ccccc1
 : -3	2.7	8%	47	0.4%	4%	683	-1%	0%	9%	40	i
> O=c1ccc(-c2ccc(S(=O)(=O)Nc3cccc([N+](=O)[O-])c3)s2)n[nH]1
 : 15	0.1	.	26	-0.4%	6%	718	-9%	-13%	10%	62	i
> Cc1cc(SCC(=O)N/N=C/c2ccc(O)c(O)c2)nc2ccccc12
 : 5	3.5	6.6µM*	54	0.2%	6%	820	0%	0%	?	65	i
> CCOc1ccccc1NC(=S)N1CCN(c2cccc(OC)c2)CC1
 : -1	-0.2	5%	16	0.0%	-8%	791	-7%	-1%	12%	59	i
> O=C(N/N=C/c1cccc(O)c1)N/N=C/c1cccc(O)c1
 : 20	2.1	19%	60	-0.1%	13%	857	-4%	0%	7%	89	i
> CC1(C)CC(=O)C2=C(C1)OC1=C(C(=O)CC(C)(C)C1)C2c1cc([N+](=O)[O-])cc([N+](=O)[O-])c1O
 : -10	0.4	25%	43	-0.1%	-7%	564	-4%	-9%	2%	26	i
> Cc1ccc(-c2oc3ncnc(N)c3c2-c2ccc(C)cc2)cc1
 : -3	2.8	6%	54	-0.1%	4%	698	-2%	5%	-12%	55	i
> COc1ccc(NC(=O)C(NC(=O)c2ccc(=O)[nH]c2)c2ccc(C)cc2)cc1 (centres undefined)
 : 15	0.7	11%	34	-0.3%	-15%	644	-3%	-5%	10%	35	i
> C/C(=N\NC(=O)C(N)=O)c1ccc(NC(=O)c2cccs2)cc1
 : -1	-0.3	3%	56	0.0%	13%	730	1%	15%	.	62	i
> O=C(CSc1ncn[nH]1)N1CCN(S(=O)(=O)c2ccc(Cl)cc2)CC1
 : 6	-0.3	16%	37	-0.2%	0%	808	-13%	-13%	7%	46	i
> CN(C)CC(C)(C)NS(=O)(=O)c1ccc(Cl)cc1
 : .	0.1	-1%	30	-0.2%	10%	.	-1%	-8%	-2%	51	i
> CCOc1cc(C2C3=C(CC(C)(C)CC3=O)Nc3n[nH]c(C)c32)ccc1O (centres undefined)
 : 5	0.6	-1%	52	-0.5%	5%	741	-5%	0%	8%	53	i
> COc1cc(OC)cc(C(=O)NCCCN2CCN(CCCNC(=O)c3cc(OC)cc(OC)c3)CC2)c1
 : 36	-0.3	-5%	5	0.2%	16%	675	3%	5%	0%	69	i
> Cc1cc(C)c(OCCN2CCOCC2)c(Cl)c1
 : -2	-0.7	25%	59	-0.1%	1%	834	-7%	12%	20%	47	i
> Cc1nn2cnnc2c(C)c1Cc1ccc(Cl)cc1
 : .	-0.7	5%	18	0.0%	-13%	.	-7%	0%	5%	87	i
